High-throughput results: PubChem BioAssay, several laboratories
Diaph act CS: diaphorase activation or chemical reduction counter-screen | AID 1229 | Diaphorase/resazurin coupled assay, resorufin fluorescence, 16 min; stronger effect = higher value; 1 = vehicle wells, 0 = NADH-free wells | activation factor at 20 µM | 190,000 tested, 0.005% active;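 active means diaphorase activity raised at least twofold by the compound at 20 µM; inactive means activation factor below 2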
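test system = bacterial diaphorase enzyme (C. kluyveri) | quantity = enzyme 0.07 U/mL final | reagent = NADH substrate 0.114 mM plus resazurin dye 0.1 mM, final | incubation = 16 min enzyme reaction, ambient temperature | buffer or medium = HEPES pH 7.4 buffer with MgCl2 and Tween 20 | signal = fluorescence of resorufin, 544 nm excitation, 590 nm emission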
Lmaj promast: inhibitors of Leishmania major promastigote growth | Leishmania major promastigotes, resazurin fluorescence viability | inhibition, % at 10 µM | 200,000 tested, 9% active; in the data active means inhibition above about 50%;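 further: promastigotes grown with compound for 44 hours at 28 °C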
PMI act hi M6P: increases human PMI activity with near-saturating mannose 6-phosphate. P34949. coupled PMI enzyme assay, resazurin fluorescence, 20 min; stronger effect = higher value; 1 = untreated enzyme, 0 = substrate-free blank. activation factor at 20 µM. 190,000 tested, 0.34% active. AID 1216;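 active means activation factor of 2 or more at 20 µM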
Target sequence (P34949 whole entry, looked up): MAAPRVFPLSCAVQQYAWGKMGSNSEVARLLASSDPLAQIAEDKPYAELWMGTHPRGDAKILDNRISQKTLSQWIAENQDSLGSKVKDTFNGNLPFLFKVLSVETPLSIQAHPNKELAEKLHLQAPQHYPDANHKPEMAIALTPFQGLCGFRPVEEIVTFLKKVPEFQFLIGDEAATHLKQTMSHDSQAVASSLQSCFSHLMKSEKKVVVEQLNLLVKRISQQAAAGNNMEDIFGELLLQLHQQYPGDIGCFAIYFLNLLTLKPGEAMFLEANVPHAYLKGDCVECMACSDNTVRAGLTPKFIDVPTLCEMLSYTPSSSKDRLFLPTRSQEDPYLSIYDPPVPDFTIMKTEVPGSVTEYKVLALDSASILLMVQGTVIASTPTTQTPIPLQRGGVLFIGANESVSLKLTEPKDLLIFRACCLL
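Material: human phosphomannose isomerase with PGI, G6PDH, diaphorase coupling enzymes; amount: PMI at 15 ng/mL final; also added: Mannose-6-phosphate 1.0 mM (near-saturating) plus 0.22 mM NADP+; incubation: enzyme reaction with compound 20 min at room temperature; signal: resorufin fluorescence (Ex 544/Em 590 nm) from resazurin via diaphorase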
TNAP inh no acc: TNAP (human) inhibition, acceptor-free conditions; 200,000 tested, 0.26% active; purified TNAP, CDP-star luminescence, 30 min; P05186; inhibition, % at 20 µM;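 active means tissue-nonspecific alkaline phosphatase inhibition above about 50% at 20 µM in the single-dose screen, limit read from the data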;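 further: 0% = DMSO negative control and 100% = EDTA positive control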
Target sequence (P05186 whole entry, looked up): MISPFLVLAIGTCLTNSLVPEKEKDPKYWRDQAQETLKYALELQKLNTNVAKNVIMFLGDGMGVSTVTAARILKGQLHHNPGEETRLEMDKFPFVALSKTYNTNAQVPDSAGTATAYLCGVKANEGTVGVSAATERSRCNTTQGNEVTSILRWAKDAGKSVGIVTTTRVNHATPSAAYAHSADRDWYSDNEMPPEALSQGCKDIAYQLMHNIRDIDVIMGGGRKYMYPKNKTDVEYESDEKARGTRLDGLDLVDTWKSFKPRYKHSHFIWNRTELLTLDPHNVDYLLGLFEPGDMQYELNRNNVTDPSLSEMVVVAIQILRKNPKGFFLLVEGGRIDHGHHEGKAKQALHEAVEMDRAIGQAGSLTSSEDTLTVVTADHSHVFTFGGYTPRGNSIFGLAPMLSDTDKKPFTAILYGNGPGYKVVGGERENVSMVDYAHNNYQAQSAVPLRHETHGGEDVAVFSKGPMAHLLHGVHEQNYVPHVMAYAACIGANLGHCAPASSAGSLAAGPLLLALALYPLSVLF
bIAP activator: intestinal alkaline phosphatase (bovine) activation; AID 1016; activation factor at 20 µM; 200,000 tested, 0.17% active; purified bovine IAP, CDP-star luminescence, 30 min; stronger effect = higher value; fold of DMSO-control signal, blank-subtracted;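 active means activation factor of 2 or more at 20 µM, a signal rise over negative controls twice the positive control's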
PMI activator: phosphomannose isomerase (human) activation; P34949; purified human PMI, coupled resazurin fluorescence, 20 min; stronger effect = higher value; 1 = vehicle control, 0 substrate-free wells; activation factor at 20 µM; 190,000 tested, 0.005% active; AID 1214;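 active means activation factor of 2 or more at 20 µM, relative to plate controls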
Diaph inh CS: inhibits diaphorase or chemically oxidizes, flagging diaphorase assay artifacts | AID 1217 | 190,000 tested, 0.69% active | diaphorase resazurin-to-resorufin fluorescence, NADH, 16 min; bacterial (C. kluyveri) enzyme, not human | inhibition, % at 20 µM;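 active means primary screen inhibition at 20 µM above a set limit, cut at about 50% in these data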;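 further: plate controls were DMSO with full reaction for no effect and wells lacking NADH for full effect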
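Detection: fluorescence of resorufin formed from resazurin, Ex 544/Em 590 nm; test system: Clostridium kluyveri diaphorase enzyme; amount: 0.14 U/mL diaphorase, enzyme working solution; times: 16-min room-temperature incubation before reading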
bIAP inh: intestinal alkaline phosphatase (bovine) inhibition; purified bovine IAP, CDP-star luminescence, 30 min; inhibition, % at 20 µM; 190,000 tested, under 10 active; AID 1019;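 active means over 50% inhibition of intestinal alkaline phosphatase at 20 µM in the single-dose screen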
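System: Purified bovine intestinal alkaline phosphatase (IAP) enzyme | Input: IAP diluted 1/65,000,000 in the well | Also added: CDP-star chemiluminescent phosphatase substrate, 30 µM final | Dosing: 20 µM single dose | Times: Enzyme reaction for 30 min at room temperature | Detection: Luminescence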
TNAP act hi DEA: TNAP (human) activation, high acceptor; 200,000 tested, under 10 active; P05186; purified TNAP, CDP-star luminescence, 1 M DEA, 30 min; stronger effect = higher value; 0 = EDTA background, 1 = DMSO-only activity; activation factor at 20 µM;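 active means activation factor at least 2 at 20 µM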
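system = human TNAP | amount = enzyme diluted 1/800 final | reagent = 100 µM CDP-star substrate | signal = luminescent substrate turnover signal | dosing = one dose, 20 µM | benchmarks = EDTA negative control, DMSO positive control | measure = activation factor | timing = 30 min reaction, room temperature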
TNAP inh hiacc: inhibitors of human TNAP at high phosphate acceptor concentration; P05186; purified TNAP, CDP-star luminescence, 1 M DEA; inhibition, % at 20 µM; 200,000 tested, 0.03% active;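 active means over 50% inhibition of tissue-nonspecific alkaline phosphatase at 20 µM in the single-dose screen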;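 further: plate controls were DMSO wells for no effect and EDTA-quenched wells as full inhibition for full effect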
* marks the source's active call; other numbers are inactive results; . = no result given.

SMILES	Diaph act CS	Lmaj promast	PMI act hi M6P	TNAP inh no acc	bIAP activator	PMI activator	Diaph inh CS	bIAP inh	TNAP act hi DEA	TNAP inh hiacc
CCC(=O)N(Cc1ccccc1)c1ccccn1	0.8	-2.5	1	-15.8	0.9	1	15.8	11.5	1.1	-6.4
CC(=O)Nc1nonc1NC(=O)CSc1nc2ccccc2o1	1.1	-3.0	1.1	6.2	1.1	1.2	-14.0	-6.1	1.1	-7.4
CCC(c1nnnn1C(C)(C)C)N(Cc1ccco1)Cc1cc2cccc(C)c2[nH]c1=O (configuration not stated)	1	61.5*	1	-13.2	1.1	1	2.1	-12.1	1	4.7
CCOc1ccc(OCc2cccc(C(=O)N3CCOCC3)c2)cc1	0.9	0.3	0.9	-11.5	0.9	0.9	5.9	6.0	1	-2.5
O=C(CCN1C(=O)c2ccccc2C1=O)Nc1ccccn1	1.1	-3.0	1.1	-7.8	1	1	-5.3	0.5	1	-2.5
Cc1ccc2oc3c(c(=O)c2c1)C(c1ccc(F)cc1)N(CCCN1CCOCC1)C3=O (configuration not stated)	0.8	8.3	1	-2.6	1	0.9	17.4	-0.5	1	-0.3
Cc1ccc(S(=O)(=O)N2CCN=C2SCc2ccccc2)cc1	0.9	14.5	1	-1.2	0.9	0.9	11.8	10.1	1	-0.4
O=C(NCCCO)c1ccc2nc(-c3ccco3)c(-c3ccco3)nc2c1	0.6	-4.1	1.1	4.8	1.3	1.4	42.7	-25.2	0.8	16.9
CC(C(=O)NC1CCCC1)N(C(=O)CS(=O)CC(=O)Nc1ccc(F)cc1)c1ccc2c(c1)OCCO2 (configuration not stated)	1.1	-6.6	1	-10.4	0.9	0.9	-7.4	6.0	1.1	-7.3
Cc1cnc([N+](=O)[O-])n1CCOC(=O)NC(=O)c1ccccc1Cl	1.1	5.5	1.1	-5.4	1.2	1	-8.4	-24.6	1	-0.7
COc1ccc(C2=NNC(c3cccnc3)=Nc3ccccc32)cc1	1.2	10.6	1.1	-6.1	1.1	1	-16.6	-13.9	1.1	-8.0
O=C(c1ccc(Cl)c([N+](=O)[O-])c1)N(Cc1ccccc1)C1CCS(=O)(=O)C1 (configuration not stated)	0.9	2.3	1	-8.1	0.6	1	9.3	42.2	1	3.7
Cc1nc2c(C(=O)NCCC(C)C)c[nH]n2c(=O)c1Cc1ccccc1F	0.9	-5.5	0.9	0.2	1	1.1	9.7	0.2	1.1	-5.8
O=C(Nc1cccc(Br)c1)c1ccc(CSc2ccccc2)cc1	1	-3.9	1.1	-10.8	0.8	0.9	2.1	16.7	1.1	-5.0
O=C(NCCc1ccc(Cl)cc1)C1CCC(CNc2c(N3CCCCC3)c(=O)c2=O)CC1 (configuration not stated)	1	-5.9	1.1	-14.2	0.7	1.1	0.4	32.5	1.1	-5.2

A draw from above in order of molar mass, descending:
SMILES	Diaph act CS	Lmaj promast	PMI act hi M6P	TNAP inh no acc	bIAP activator	PMI activator	Diaph inh CS	bIAP inh	TNAP act hi DEA	TNAP inh hiacc
CC(C(=O)NC1CCCC1)N(C(=O)CS(=O)CC(=O)Nc1ccc(F)cc1)c1ccc2c(c1)OCCO2 (configuration not stated)	1.1	-6.6	1	-10.4	0.9	0.9	-7.4	6.0	1.1	-7.3
Cc1ccc2oc3c(c(=O)c2c1)C(c1ccc(F)cc1)N(CCCN1CCOCC1)C3=O (configuration not stated)	0.8	8.3	1	-2.6	1	0.9	17.4	-0.5	1	-0.3
CCC(c1nnnn1C(C)(C)C)N(Cc1ccco1)Cc1cc2cccc(C)c2[nH]c1=O (configuration not stated)	1	61.5*	1	-13.2	1.1	1	2.1	-12.1	1	4.7
O=C(NCCCO)c1ccc2nc(-c3ccco3)c(-c3ccco3)nc2c1	0.6	-4.1	1.1	4.8	1.3	1.4	42.7	-25.2	0.8	16.9
Cc1ccc(S(=O)(=O)N2CCN=C2SCc2ccccc2)cc1	0.9	14.5	1	-1.2	0.9	0.9	11.8	10.1	1	-0.4
CC(=O)Nc1nonc1NC(=O)CSc1nc2ccccc2o1	1.1	-3.0	1.1	6.2	1.1	1.2	-14.0	-6.1	1.1	-7.4
COc1ccc(C2=NNC(c3cccnc3)=Nc3ccccc32)cc1	1.2	10.6	1.1	-6.1	1.1	1	-16.6	-13.9	1.1	-8.0
O=C(CCN1C(=O)c2ccccc2C1=O)Nc1ccccn1	1.1	-3.0	1.1	-7.8	1	1	-5.3	0.5	1	-2.5
CCC(=O)N(Cc1ccccc1)c1ccccn1	0.8	-2.5	1	-15.8	0.9	1	15.8	11.5	1.1	-6.4

Further results:
SMILES	Diaph act CS	Lmaj promast	PMI act hi M6P	TNAP inh no acc	bIAP activator	PMI activator	Diaph inh CS	bIAP inh	TNAP act hi DEA	TNAP inh hiacc
Cc1ccc(SCCNC(=S)Nc2cc(C)cc(C)c2)cc1	0.8	65.2*	1	-49.3	0.6	1	17.6	40.1	1.1	-11.0
COc1cccc(NC(=O)CN(c2cccc(C(F)(F)F)c2)S(C)(=O)=O)c1	1	1.3	1	-15.0	1.1	1	-3.7	-5.1	1	-4.8
CCC(CC)NC(=O)/C=C/c1ccccc1Cl	0.9	40.4	1	-3.9	0.8	1	11.3	18.3	1	-4.7
CCOC(=O)C(=O)Nc1sc(C(=O)N(CC)CC)c(C)c1C#N	1.1	-4.7	1.1	-9.5	0.9	1.1	-13.0	8.8	1	-4.2
O=C(Nc1cccc(C(F)(F)F)c1)c1ccccc1NC(=O)C1CCCCC1	0.9	57.4*	1	11.7	0.9	1	12.6	6.5	1	-3.8
O=C(NCCCN1CCN(c2cccc(Cl)c2)CC1)C1(S(=O)(=O)c2ccc(Cl)cc2)CC1	1	99.8*	1	-0.2	1.2	0.9	0.0	-15.3	1.1	-5.0
Cc1c(Cl)c(C(=O)Nc2nc3ccccc3n2CCN2CCCCC2)nn1C	0.8	1.1	0.4	-16.3	1.4	0.8	20.0	-43.5	1	-2.1
CCOC(=O)c1cnc2c(C)cccc2c1Nc1ccc(N2CCOCC2)cc1	0.8	42.5	0.8	3.5	1.1	1	19.5	-6.4	1	-0.8
CSC1=N/C(=C\c2ccccc2C)C(=O)S1	1.1	7.3	1.1	1.5	0.8	1.1	-14.1	18.6	1.1	-6.1
CCOc1ccc(CCNC(=O)C2CCN(c3ccc(N4CCOCC4)nn3)CC2)cc1OCC	0.9	5.1	0.9	-8.9	1.2	0.9	11.7	-22.2	1	-2.6
Cc1cccc(C(=O)OCC(=O)Nc2nccs2)c1	1	17.4	1	-6.7	1	0.9	-0.6	3.8	1	-1.9
COc1ccccc1CNC(=O)c1ccccc1OC	0.9	-1.7	1.1	0.5	0.8	1	8.5	18.6	1	-2.9
Cc1ccc(S(=O)(=O)/N=C(\CCl)N2CCOCC2)cc1	1	87.2*	1	-0.1	0.9	1.2	3.3	7.9	1	-1.8
CC(=O)c1ccccc1OC(=O)COc1ccc(Cl)cc1C	0.7	-2.6	0.9	0.8	1.1	0.9	29.9	-14.1	1	-0.9
CCOC(=O)C1(Cc2cccc(OC)c2)CCCN(C(=O)c2cc(C)[nH]n2)C1 (configuration not stated)	.	10.8	.	-46.7	1.1	.	.	-10.8	1	-3.9
CCC(=O)c1ccc(OCC(O)CNC(C)c2ccccc2)cc1 (configuration not stated)	0.9	6.3	1.1	-15.1	0.9	1.1	14.0	7.4	1	-2.6
COC(=O)c1sccc1NC(=O)c1cc(C)on1	0.8	-11.6	0.9	-5.2	0.8	0.9	15.2	18.6	1	-1.9
O=C(NCCc1ccccc1)/C(=N\O)c1ccccc1	0.9	-3.5	1	-17.2	0.9	1	12.5	5.9	1.1	-6.0
O=C(/C=C/c1ccco1)N1CCN(S(=O)(=O)c2ccc(F)c(F)c2F)CC1	1	11.0	1.3	-7.5	0.9	1.2	4.8	5.7	1	0.5
O=C(COC(=O)c1ccco1)Nc1nc2ccccc2s1	0.8	-0.3	0.9	-7.1	1.1	0.9	16.4	-6.6	1.1	-5.1
Cc1ccc(N(CC(=O)N2CCOCC2)S(=O)(=O)c2ccccc2)cc1	1	-4.1	1.1	2.2	1.1	1.1	-2.1	-9.1	1	-4.2
Cc1nnc(SCC(=O)NC2CCCCC2C)s1 (configuration not stated)	0.9	-7.4	0.9	-1.6	1	0.9	11.2	-1.8	1	3.6
O=C(NCc1ccccc1)C1=C[C@@H](c2ccccc2)C[C@@H](OCc2ccc(CO)cc2)O1	0.6	10.1	0.4	-13.0	1	0.8	41.5	-0.5	1	-4.3
CCN(CC)C(=O)CSc1nc2cc3c(cc2c(=O)n1CCCCCC(=O)NCc1ccc(OC)cc1)OCO3	1	3.3	1	-11.8	1.5	1	-1.3	-49.4	1	-0.8
O=C(C1CCCN(CCCc2ccccc2)C1)N1CCCCC1 (configuration not stated)	1.1	-7.9	1.1	-16.7	0.9	1.1	-5.1	9.6	1	-1.7
COc1ccc(Cc2noc(COc3ccc(Cl)cc3)n2)cc1	0.9	-6.0	0.9	-5.6	0.6	0.9	12.9	37.4	1	-1.9
CCC(=O)N1CCN(c2ccc(NC(=O)c3ccco3)cc2)CC1	0.9	1.6	0.8	-3.1	1	0.9	11.1	2.5	1	0.2
CO[C@H]1C=CO[C@@]2(C)Oc3c(C)c(O)c4c(O)c(c5c(nc6cc(C)ccn65)c4c3C2=O)NC(=O)C(C)=CC=C[C@H](C)[C@H](O)[C@@H](C)[C@@H](O)[C@@H](C)[C@H](OC(C)=O)[C@@H]1C	1	.	0.7	18.6	0.8	0.9	-1.7	23.6	0.8	16.6
O=C(COc1ccc(S(=O)(=O)NCc2ccccc2)cc1Cl)N1CCOCC1	1	-1.0	1	-9.1	0.9	1	4.1	5.3	1	2.0
CCS(=O)(=O)c1ccc(O)c(NC(=O)Nc2ccccc2)c1	0.9	-2.4	0.9	-12.4	0.9	0.9	13.3	8.1	1.1	-6.1
COc1cccc(OC)c1OCc1cc(C2C3CCCC=C3C(C#N)=C(N)C2(C#N)C#N)c(C)cc1C (configuration not stated)	0.9	24.0	0.7	0.3	1	0.9	5.6	1.9	1	2.0
CCc1ccccc1NC(=O)c1nnn(CC(=O)Nc2cccc(C)c2)c1N	1	-0.3	1	-7.9	0.9	1	2.2	7.6	1	-1.7
COc1cc(C2NC(=O)C(C#N)=C(S)N2c2ccc(C)cc2)ccc1OC(C)C (configuration not stated)	0.9	-1.6	1	-2.3	1	1	5.7	-2.0	1	-4.7
